# Rpn11 inh: blocks the human proteasome subunit Rpn11; O00487; human 26S proteasome, Ub4-pepOG fluorescence polarization; 20S core pre-blocked with epoxomicin; calls only at 20 µM; 0.59% of 360,000 active; AID 588493;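 active = inhibition at 20 µM, scaled to each plate's controls, above about 33%, limit read from the data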
# NadD block: NadD (S. aureus) enzyme inhibition. inhibition, % at 20 µM. 0.78% of 360,000 active. purified NadD enzyme, colorimetric absorbance read-out; in the data active = inhibition above about 26%; also: some compounds past the cut are filed as inactive
# MT1-MMP act inh: MT1-MMP (human) activation inhibition; 0.061% of 360,000 active; GFP/RFP ratio change, % at 20 µM; HT1080 RFP-PRO-GFP cells, GFP/RFP ratio fluorescence, overnight; percent of plate control window, DMSO zero; P50281;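 active = GFP/RFP ratio change of at least 30% with cell ATP level not reduced by more than half and red fluorescence within 50% of control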; also: strong numbers were not always called active
#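 Assay system: RFP-PRO-GFP reporter HT1080 cells; read-out basis: GFP/RFP fluorescence ratio; benchmarks: DMSO wells and RFP-L50D-GFP cells; doses: 20 µM single dose, 1% DMSO; schedule: overnight cell settling, then overnight compound exposure, 37 °C, 5% CO2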
# DNMT1 inh: blocks human DNA methyltransferase DNMT1; DNMT1 molecular beacon, Hinp1I cleavage, fluorescence; inhibition (reported as % activation of signal), % at 10 µM; 0.83% of 360,000 active; AID 588458; in the data active = inhibition above about 50%
# LMPTP block: LMPTP (human) inhibition; P24666; recombinant LMPTP-A, OMFP fluorogenic substrate, fluorescence intensity; inhibition, % at 20 µM; 0.22% of 360,000 active;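 active = compounds that cut the enzyme signal by at least half of the control window in the single-dose screen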;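 also: plate controls were DMSO wells with enzyme plus substrate for no effect and substrate without enzyme for full effect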
# Target sequence (P24666 whole entry, looked up): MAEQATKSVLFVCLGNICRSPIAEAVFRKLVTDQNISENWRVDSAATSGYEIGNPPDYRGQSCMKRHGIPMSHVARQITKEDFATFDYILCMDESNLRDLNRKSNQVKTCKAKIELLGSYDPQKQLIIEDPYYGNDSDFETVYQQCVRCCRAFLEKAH
#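 Buffer or medium: Bis-Tris pH 6.0, DTT, detergent; Assay system: LMPTP-A enzyme; Quantity: 0.625 nM enzyme; Detection: endpoint fluorescence intensity; Times: 50 min dark incubation at room temperature; Controls: substrate-only low control, DMSO enzyme-plus-substrate high control; Doses: single 20 µM dose; Read-out: percent inhibition versus substrate-only and uninhibited controls; Reagent: 400 µM OMFP.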
# SUMO1 PPI mod: SUMO1-SIM interaction modulation. SUMO1 binding to a labelled peptide, TR-FRET, 1 h. AID 602429. 0.33% of 360,000 active. inhibition, % at 20 µM; in the data active = inhibition above about 37%
# Target sequence (P63165 whole entry, looked up): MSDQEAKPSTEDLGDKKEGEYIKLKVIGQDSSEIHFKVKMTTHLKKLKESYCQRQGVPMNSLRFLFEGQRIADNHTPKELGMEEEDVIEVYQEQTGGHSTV
# CendR NRP1 mod: modulators of CendR peptide binding to human neuropilin-1 | 0.85% of 360,000 active | inhibition, % at 25 µM | AID 602438 | O14786 | FAM-RPARPAR peptide binding to NRP-1, fluorescence polarization;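 active = inhibition or corrected inhibition above about 18%, plus a signal ratio from 0.5 to 1.5, limit read from the data, passing the limit was not always enough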; also: strong numbers were not always called active
# SKN-1 block: C. elegans SKN-1 inhibition; C. elegans VP596 Pgst-4::GFP/RFP ratio, acrylamide-induced, 24 h; inhibition, % at 21.8 µM; 0.49% of 360,000 active;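 active = interference check ratio from 0.5 to 1.5 plus GFP to RFP signal ratio inhibition reaching or exceeding a fixed threshold, cut at about 30% in these data, passing the limit was not always enough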; also: some compounds called inactive have numbers as strong as hits
# STEP inh: STEP (human) phosphatase inhibition. P54829. recombinant STEP, OMFP fluorogenic substrate, fluorescence. inhibition, % at 20 µM. 0.25% of 360,000 active. AID 588621;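 active = inhibition at 20 µM, scaled per plate between control wells, above about 37%, limit read from the data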;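 also: 0% = DMSO with enzyme and substrate and 100% = substrate only without enzyme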
#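 System: isolated STEP enzyme; schedule: 20 min enzyme reaction at room temperature, protected from light; medium: Bis-Tris buffer pH 6.0, 2.5 mM DTT, 0.005% Tween 20; signal: fluorescence, 480/540 nm; dosing: single compound dose of 20 µM, 1% DMSO final; also added: OMFP substrate, 25 µM final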
# Scp1 inh: blocks human Scp-1 phosphatase activity. inhibition, % at 20 µM. 0.88% of 340,000 active. Recombinant Scp1, phosphopeptide, malachite green phosphate absorbance;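 active = inhibition above about 50% at 20 µM, limit read from the data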;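 also: plate controls were DMSO wells with enzyme for no effect and wells lacking enzyme for full effect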
# Target sequence (Q9GZU7 76-261 limits assumed): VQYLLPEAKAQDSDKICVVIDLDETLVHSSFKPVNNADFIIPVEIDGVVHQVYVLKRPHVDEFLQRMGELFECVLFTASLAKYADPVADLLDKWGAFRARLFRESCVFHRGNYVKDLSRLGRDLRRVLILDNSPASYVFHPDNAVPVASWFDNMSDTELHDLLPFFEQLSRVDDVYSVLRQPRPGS
#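 System: truncated SCP-1 phosphatase (76-261aa); medium: Tris acetate buffer pH 5.5 with MgCl2 and Tween-20; incubation: 45 min room-temperature reaction, 5 min colour, 30 min stabiliser; compound: single 20 µM dose, 1% DMSO; reagent: Phosphorylated 17-residue peptide substrate; read-out: % inhibition at 20 µM; technique: colorimetric free-phosphate detection, absorbance 630 nm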
# The depositor's hits bear a star; i = inactive; / = not tested or not shown.
Rpn11 inh,NadD block,MT1-MMP act inh,DNMT1 inh,LMPTP block,SUMO1 PPI mod,CendR NRP1 mod,SKN-1 block,STEP inh,Scp1 inh,Molecule
i,-11.4,2.0,-1.6,-1.4,-0.2,-2.8,-1.3,-4.3,-6.1,COc1ccc(CC(=O)NC(C)c2nnc(SCC(=O)Nc3cc(C)ccc3OC)n2C)cc1 (stereo not drawn)
i,0.0,-3.0,1.8,-0.5,-1.5,-1.6,-1.5,-0.9,0.9,Cc1oncc1C(=O)Nc1cccc(C#N)c1
i,9.0,-3.4,-0.5,-1.0,-9.3,14.2,-1.2,3.7,2.5,Cc1ccc(NC(=O)COC(=O)CCc2c[nH]c(=O)[nH]2)cc1
i,-0.6,2.2,-3.0,-2.2,2.5,9.5,-3.0,-5.9,-4.9,CCNC(=S)N1CCN(c2ncccn2)CC1
i,0.9,0.6,-0.4,0.1,-1.4,-1.8,17.0,4.5,-5.2,Cc1ccc(NC2=NC(c3ccc(C)cc3)n3c(nc(C)cc3=O)N2)cc1 (stereo not drawn)
i,-4.2,1.5,-3.2,0.4,1.8,12.0,5.8,-1.1,-8.4,O=c1c2cc(Cl)ccc2nc(-c2ccccc2)n1O
i,-13.3,-7.3,-0.6,4.3,5.7,-13.1,10.0,0.6,/,C#Cc1ccc(NC(=O)C2(C)CCN2C(=O)CC(c2ccccc2)c2ccccc2)cc1 (stereo not drawn)
i,-6.4,0.4,-4.7,-0.4,-1.5,9.2,14.6,-4.0,/,CN(C)c1ccc(CN2CCC(C(=O)NC(c3ccc(F)cc3)c3ccc4ccccc4n3)CC2)cc1 (stereo not drawn)
i,1.1,-5.3,0.0,-0.3,-2.4,3.4,12.0,0.1,-4.9,Cc1ccc(NC(=O)C2CC2C)cc1S(=O)(=O)N1CCOCC1 (stereo not drawn)
i,8.8,2.9,4.0,-0.5,-3.8,13.0,6.8,-2.5,-4.6,O=C(Nn1cnnc1)C1CCCN1S(=O)(=O)c1ccc(F)cc1 (stereo not drawn)
i,-4.8,-1.9,-0.3,0.0,-0.2,1.4,13.7,0.6,0.7,COc1ccc(NC(=O)N2c3ccccc3C(C)=CC2(C)C)cc1
i,-11.1,11.9,0.5,2.1,-1.9,6.3,21.1,0.0,6.3,COC(=O)CNc1nc(-c2ccncc2)nc2ccccc12
i,-0.3,-5.1,7.0,0.0,-3.6,5.6,3.6,0.7,-3.4,CC(C)N(c1ccccc1)c1ccc(NC(=O)CCl)cc1
i,-0.7,-7.9,2.1,-1.8,-1.3,7.3,1.1,1.7,-7.5,CCCn1c(=S)[nH]c2cc(C(=O)N3CCN(C4CCCCC4)CC3)ccc2c1=O
i,1.7,-2.2,-9.6,3.5,0.3,4.9,1.5,5.6,-12.0,CCOC(=O)c1c(NC(=O)C2CCN(S(=O)(=O)c3cccs3)CC2)sc(C)c1C
i,5.5,14.4,0.3,2.1,-6.2,2.9,8.1,1.1,-4.8,Cc1cccc(NC(=S)Nc2ccc(N3CCOCC3)cc2)c1C
i,2.1,-2.0,-1.1,0.0,-9.5,6.9,12.8,0.8,-7.6,Cc1cc(=O)oc2cc(NC(=O)c3c(Cl)cnn3C)ccc12
/,/,-2.9,/,-1.5,-0.5,5.2,2.5,/,/,COP(=O)(OC)OC(C(=O)c1ccccc1)c1ccc(Cl)cc1 (stereo not drawn)
i,20.7,-2.1,53.9*,1.9,26.6,-105.7,5.6,2.6,26.7,Cc1cc(/C=N/NC(=O)C(O)(c2ccccc2)c2ccccc2)c(C)n1-c1cccc(C(=O)O)c1
i,-3.1,-1.6,-2.5,5.4,-3.6,19.7,-3.0,2.0,-1.8,COc1ccc(C(=O)N/N=C/c2ccc(OC)c(COc3ccc(F)cc3)c2)cc1
i,2.2,-1.2,1.1,-1.1,-1.6,1.9,9.2,1.4,-6.0,CN(c1ccccc1C(=O)NCC1CCCO1)S(C)(=O)=O (stereo not drawn)
i,-5.7,1.9,1.1,0.7,7.2,6.7,4.5,-1.4,-6.4,COc1ccc(NC(=O)C2(S(=O)(=O)c3ccc(C)cc3)CC2)cc1
i,-0.1,0.5,2.2,-0.2,-1.5,-3.9,9.7,-2.7,-6.5,O=C(NC1CCCN(Cc2ccccc2F)C1)c1cccs1 (stereo not drawn)
i,-4.7,1.3,1.1,0.9,5.5,15.0,3.5,-2.8,-8.6,COc1cccc(CNc2cc(C)ccn2)c1O
i,-1.7,-3.9,11.3,3.0,0.7,-9.0,-1.7,0.8,-8.2,COc1ccc(NC(=O)Cn2nnc(-c3ccccc3NC(=O)c3ccco3)n2)cc1

# 4 entries out of the list, sorted by count of non-hydrogen atoms, rising.
Rpn11 inh,NadD block,MT1-MMP act inh,DNMT1 inh,LMPTP block,SUMO1 PPI mod,CendR NRP1 mod,SKN-1 block,STEP inh,Scp1 inh,Molecule
i,-0.3,-5.1,7.0,0.0,-3.6,5.6,3.6,0.7,-3.4,CC(C)N(c1ccccc1)c1ccc(NC(=O)CCl)cc1
i,0.9,0.6,-0.4,0.1,-1.4,-1.8,17.0,4.5,-5.2,Cc1ccc(NC2=NC(c3ccc(C)cc3)n3c(nc(C)cc3=O)N2)cc1 (stereo not drawn)
i,-1.7,-3.9,11.3,3.0,0.7,-9.0,-1.7,0.8,-8.2,COc1ccc(NC(=O)Cn2nnc(-c3ccccc3NC(=O)c3ccco3)n2)cc1
i,-6.4,0.4,-4.7,-0.4,-1.5,9.2,14.6,-4.0,/,CN(C)c1ccc(CN2CCC(C(=O)NC(c3ccc(F)cc3)c3ccc4ccccc4n3)CC2)cc1 (stereo not drawn)

# Only LMPTP block and STEP inh, for some of the entries so far:
Compound | LMPTP block | STEP inh
CC(C)N(c1ccccc1)c1ccc(NC(=O)CCl)cc1 | 0.0 | 0.7
COc1cccc(CNc2cc(C)ccn2)c1O | 0.9 | -2.8

# Compound activity: PubChem, Sanford-Burnham Center for Chemical Genomics
